Kir21 block = Kir2.1 (mouse) channel inhibition; AID 1672; HEK293-Kir2.1, FluxOR thallium flux fluorescence; hits give low values; B-score at 10 µM; P35561; 310,000 compounds, 0.85% hits;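 active means fluorescence ratio B-score at or below minus 3 SD of library scores, with starting-brightness B-score within 2 SD, cut at about -4.2 in these data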;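 further: channel flux triggered by added potassium and thallium sulfate stimulus; B-score of peak minus minimum fluorescence over baseline after thallium stimulus; more negative B-score means stronger Kir2.1 block with less thallium influx; some compounds called inactive have numbers as strong as hits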
Target sequence (P35561 whole entry, looked up): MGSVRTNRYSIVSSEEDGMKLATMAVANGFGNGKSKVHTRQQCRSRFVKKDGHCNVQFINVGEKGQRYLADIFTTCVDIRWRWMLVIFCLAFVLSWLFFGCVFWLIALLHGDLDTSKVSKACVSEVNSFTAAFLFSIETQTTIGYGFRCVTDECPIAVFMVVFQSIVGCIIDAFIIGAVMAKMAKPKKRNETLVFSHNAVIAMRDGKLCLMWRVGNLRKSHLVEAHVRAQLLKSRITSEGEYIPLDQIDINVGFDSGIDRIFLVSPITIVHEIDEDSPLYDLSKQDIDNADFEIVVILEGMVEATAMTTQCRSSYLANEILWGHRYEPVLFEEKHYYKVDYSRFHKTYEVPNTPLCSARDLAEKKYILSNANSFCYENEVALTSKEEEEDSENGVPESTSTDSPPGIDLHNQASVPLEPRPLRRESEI
KCNQ2 inh = KCNQ2 potassium channel inhibitors, primary screen, cell-based, CHO-K1, FluxOR thallium flux, B-score (AID 2156); B-score at 10 µM; 20 min; hits give low values; 310,000 compounds, 1.1% hits;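 active means fluorescence ratio B-score at most minus 3 library SDs, with starting brightness B-score within 2 library SDs, cut at about -5.5 in these data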
CHT block = inhibits the human high affinity choline transporter | Q9GZV3 | CHT-expressing cells, membrane potential dye, choline response; hits give low values | B-score at 10 µM | 310,000 compounds, 0.86% hits;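 active means B-score over 3 SD under the library average, and starting fluorescence ratio not unusually high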;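 further: choline stimulus applied at its EC90 after an EC20 pre-addition; B-score computed on integrated fluorescence ratio after choline addition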
Target sequence (Q9GZV3 whole entry, looked up): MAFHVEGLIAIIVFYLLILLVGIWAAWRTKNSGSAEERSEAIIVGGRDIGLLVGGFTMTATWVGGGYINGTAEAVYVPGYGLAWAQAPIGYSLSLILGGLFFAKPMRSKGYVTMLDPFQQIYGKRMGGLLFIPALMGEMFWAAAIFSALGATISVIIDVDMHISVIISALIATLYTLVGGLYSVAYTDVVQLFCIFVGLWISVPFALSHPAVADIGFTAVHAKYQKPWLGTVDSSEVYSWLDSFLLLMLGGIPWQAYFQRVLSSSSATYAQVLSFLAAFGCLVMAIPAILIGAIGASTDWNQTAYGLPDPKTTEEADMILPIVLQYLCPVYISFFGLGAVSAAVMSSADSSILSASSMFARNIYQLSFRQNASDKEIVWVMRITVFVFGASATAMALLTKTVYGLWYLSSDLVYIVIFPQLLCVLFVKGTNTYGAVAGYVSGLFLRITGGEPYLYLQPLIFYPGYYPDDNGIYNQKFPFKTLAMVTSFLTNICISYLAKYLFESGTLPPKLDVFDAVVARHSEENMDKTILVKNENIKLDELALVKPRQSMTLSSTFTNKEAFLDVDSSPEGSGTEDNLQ
* hit, by the source's call; i = inactive; . = no result given. This is a random part of the collection; 2.6% or so of the library scored in one or more.

Kir21 block	KCNQ2 inh	CHT block	molecule
1.6	i	i	CCOC(=O)Cn1c(=O)oc2cc(S(=O)(=O)N(C)Cc3ccco3)ccc21
-0.09	i	i	Cc1cccn2cc(-c3ccc(Cl)cc3)nc12
1.3	i	i	O=C(Nc1cccc(C(F)(F)F)c1)Nc1ccc(N2CCCC2)c(S(=O)(=O)Nc2ccccc2Cl)c1
2.9	i	i	CC(C)CC(NC=C1C(=O)OC(C)(C)OC1=O)C(=O)O (stereo unspecified)
0.27	i	i	Cc1ccn(CC(=O)N2CCCC(N3CCN(c4cccc(Cl)c4)CC3)C2)n1 (stereo unspecified)
0.67	i	i	CC(=O)Nc1ccc(NC(=O)C/C(C)=N/NC(=O)c2cccc3ccccc23)cc1
-0.07	i	i	COc1ccc(CNC(=O)N2CCN(S(=O)(=O)c3ccc(C)cc3C)CC2)cc1
1.3	i	i	CC1CCC2(CC1)NC(=S)N(C(C)(C)C)N2 (stereo unspecified)
0.06	i	i	O=C(c1cccc([N+](=O)[O-])c1)N1CCN(c2ccc(Cl)cc2)CC1
-2	i	i	CCOC(=O)c1c(N2C(=O)C3C4C=CC(C4)C3C2=O)sc2c1CCC(C)C2 (stereo unspecified)
-0.41	i	i	COc1ccc(C)cc1NC(=O)C(OC(=O)c1ccc(Cl)c(S(=O)(=O)N(C)c2ccccc2)c1)c1ccccc1 (stereo unspecified)
-0.56	i	i	CN(C)/C=N/C(=S)Nc1ccc(Cl)cc1Cl
1.9	i	i	Cn1c(N2CCOCC2)c(C#N)c2ccccc21
1.1	i	i	Cc1ccccc1NC(=O)CCN1CCN(CCO)CC1
0.45	i	i	O=C(CSCc1cccc(Cl)c1)OCc1nc2ccsc2c(=O)[nH]1
0.9	i	i	O=C(Nc1cccc([N+](=O)[O-])c1)c1cnccn1
1.4	i	i	CC(C)n1c(SCC(=O)Nc2ccccc2)nc2c1c(=O)n(C)c(=O)n2C
-0.74	i	i	COc1ccc(-c2c(-c3ccc(OCC(=O)NN)cc3O)n[nH]c2C)cc1
0.55	i	i	CCc1ccccc1NC(=O)CSc1nc2ccccc2n1CC(=O)N1CCCC1
0.4	i	i	CC(=O)N/C(=C/c1ccccc1)C(=O)NC(Cc1ccccc1)C(=O)O (stereo unspecified)

Part of the list above, in markdown.
| molecule | Kir21 block | KCNQ2 inh | CHT block |
| --- | --- | --- | --- |
| Cc1ccn(CC(=O)N2CCCC(N3CCN(c4cccc(Cl)c4)CC3)C2)n1 (stereo unspecified) | 0.27 | i | i |
| CC(=O)Nc1ccc(NC(=O)C/C(C)=N/NC(=O)c2cccc3ccccc23)cc1 | 0.67 | i | i |
| COc1ccc(CNC(=O)N2CCN(S(=O)(=O)c3ccc(C)cc3C)CC2)cc1 | -0.07 | i | i |

(more compounds)
Kir21 block	KCNQ2 inh	CHT block	molecule
-0.55	i	i	COc1ccc(C2=NN(S(C)(=O)=O)C(c3ccc4nccnc4c3)C2)cc1 (stereo unspecified)
0.39	i	i	CCOc1ccc(NC(=O)CCCN2C(=O)C(c3ccccc3)Oc3cccnc32)cc1 (stereo unspecified)
-0.37	i	i	Nc1nc(CSC(=S)N2CCOCC2)nc(Nc2ccccc2)n1
0.59	i	i	COc1ccc(NC(=O)C2Cc3ccccc3CN2C(=O)c2ccco2)cc1 (stereo unspecified)
1.6	i	i	Cc1ccc(F)cc1NC(=O)COC(=O)C1CCN(c2ccc(C(F)(F)F)cn2)CC1
1.2	i	i	CCC1C(=O)NCCN1Cc1nc(-c2ccc(C)s2)oc1C (stereo unspecified)
-0.01	i	i	Nc1nnnn1CC(=O)N/N=C/c1ccccn1
-0.03	i	i	CCOC(=O)N1CCC(NC(=O)C2=CCN(S(=O)(=O)c3ccc(OC)cc3)CC2)CC1
0.43	i	i	COc1ccc(CC(=O)Nc2cccc(C(=O)Nc3cccc(C)c3)c2)cc1
1.7	i	i	O=C(CN1CC(=O)Oc2ccccc21)OCC(=O)c1ccccc1
0.95	i	i	CCC(=O)Nc1cccc(C(=O)OCC(=O)c2ccccc2Cl)c1
1.1	i	i	CNC(=S)N1N=C(c2ccc(C)cc2)CC1c1ccc(N(C)C)cc1 (stereo unspecified)
0.09	i	i	CS(=O)(=O)c1cccc(-c2nnc(NC(=O)C3=COCCO3)o2)c1
-1.3	i	i	CN(C)C(=O)OCC1COc2ccccc2O1 (stereo unspecified)
-1.2	i	i	O/N=C/c1ccccc1Oc1ccc(Cl)cc1
0.4	i	i	COCCSc1nc(N)c2c3c(sc2n1)CN(C)CC3
-0.72	i	i	CC(=O)c1ccc(N2CCN(c3ccc(C(F)(F)F)cn3)CC2)cc1
-0.21	i	i	c1ccc(OCCOc2cccc3cccnc23)cc1
0.51	i	i	CCCCOc1ccc(N(CC(=O)NC2CCCC2)C(=O)CCC(=O)Nc2ccccn2)cc1
0.04	i	i	CCCn1c(=O)c(C(=O)NNC(=O)c2cccc([N+](=O)[O-])c2)c(O)c2ccccc21
2.4	i	i	COc1cc(OC)cc(C(=O)NCC(=O)OCc2csc(-c3ccccc3)n2)c1
0	i	i	CSc1nnc(-c2cnccn2)n1CCCN1CCCC1=O
0.55	i	.	Cc1ccc(Cn2nc3c4cc(F)ccc4n(Cc4ccc(F)cc4)cc-3c2=O)cc1
0.85	i	i	COc1cc(S(=O)(=O)Nc2cccc(C)c2)ccc1NC(=O)c1cccnc1
0.89	i	i	Cc1nnc(SCC(=O)NC23CC4CC(CC(C4)C2)C3)n(N)c1=O
0.49	i	i	O=C(c1ccc(N2C(=O)C3CCCCC3C2=O)cc1)N1CCCCC1 (stereo unspecified)
-0.27	i	i	COc1ccc(OCC(=O)NNC(=O)c2ccccn2)cc1
0.26	i	i	CCCNC(=O)NC(=O)COC(=O)c1oc2ccc(OCC)cc2c1C
0.9	i	i	CC(=O)c1ccccc1NC(=O)CCCNC(=O)c1ccc(Cl)cc1
0.02	i	i	Cn1c(=O)[nH]c2ccc([N+](=O)[O-])nc21
-2.3	i	i	CN(C)CC(O)COc1ccc(C(C)(C)c2ccc(OCC(O)CN(C)C)cc2)cc1 (stereo unspecified)
0.64	i	i	CCOC(=O)CSc1nc2ccccc2c(=O)n1Cc1ccco1
1.1	i	i	CCOc1ccccc1N1CCN(C(=O)c2cc[n+]([O-])cc2)CC1
1.2	i	i	CN(C)/C=C1\C(=O)NN=C1C(F)(F)F
-0.57	i	i	COc1ccc(C(=O)Nc2cc(C)nc3ccccc23)cc1OC
-2.5	i	i	O=C1Oc2ccccc2C2(O)C3CCCCCC3C12 (stereo unspecified)
0.01	i	i	CN(C)c1ccc(/C=C(\NC(=O)c2ccccc2)C(=O)NCCCN2CCOCC2)cc1
0.39	i	i	Cc1ccc(C(=O)CC(C(=O)O)n2cccn2)cc1 (stereo unspecified)
0.17	i	i	COc1cc(NC(=O)c2ccc3c(c2)OCO3)ccc1NC(=O)c1cccs1
0.08	i	i	Cc1ccc(S(=O)(=O)N(C)/C(=N/S(=O)(=O)c2ccccc2)c2ccccc2)cc1
-0.56	i	i	Cc1cccc(OCC(=O)O/N=C(\N)c2ccccn2)c1C
-0.48	i	i	COC(=O)C(C)NC(=O)c1cn(-c2ccccc2OC)c(=O)c2ccccc12 (stereo unspecified)
-0.07	i	i	CCc1ccc(C(=O)CC2(O)C(=O)N(CN3CCOCC3)c3ccccc32)cc1 (stereo unspecified)
1.6	i	i	Nc1nc(Nc2ccc(Cl)cc2)n[nH]1
-0.92	i	i	C=CCOc1cc(C)nc(-c2ccccc2O)n1
0.27	i	i	O=S(=O)(/C=C/c1ccccc1)N1CCN(c2cccc(Cl)c2)CC1
0.35	i	i	CCCC1S/C(=N/N=C/c2cccs2)NC1=O (stereo unspecified)
-1.4	i	i	COc1ccc(C2CC(c3ccccc3)=NN2S(=O)(=O)c2ccccc2)c(OC)c1 (stereo unspecified)
-0.14	i	i	CCOC(=O)C1=CCN(Cc2ccccc2)CC1
-1.3	i	i	CSc1nc(C)c(C(=O)Nc2ccccc2)c(-c2ccco2)c1C#N
0.45	i	i	O=C(/C=C/c1ccco1)Nc1ccccc1N1CCCCC1
-1.7	i	i	COc1ccc(CNC(=O)c2cc(C(=O)C3CC3)c[nH]2)cc1
1.3	i	i	CCN1CCN(C(=O)Cn2nc(-c3ccc(Cl)cc3)ccc2=O)CC1
0.52	i	i	COc1cc2nc(=S)n3[nH]c(CCn4c(C)nc5ccccc54)nc3c2cc1OC
1.1	i	i	Cc1cc(OCC(=O)Nc2ccc(N3CCN(C(=O)c4ccco4)CC3)cc2)cc(C)c1Cl
-0.02	i	i	O=C(NCc1ccc2c(c1)OCO2)c1cc2n(n1)C(C(F)(F)F)CC(c1ccc3c(c1)OCO3)N2 (stereo unspecified)
0.02	i	i	COc1cc(NC(=O)c2ccccc2)c(OC)cc1NC(=O)Cc1ccccc1
-0.8	i	i	COc1nc(NCc2ccco2)nc(NC2CCCCC2)n1
-0.16	i	i	CCn1cc(C(=O)Nc2sc(C)c(C)c2C(=O)OC)cn1
-0.83	i	i	COc1ccc(C(=O)C[n+]2ccc(C)cc2)cc1

Continued.
Kir21 block	KCNQ2 inh	CHT block	molecule
-1.4	i	i	COc1ccc(OC)c(C2C(C(C)=O)=C(O)C(=O)N2CCN2CCOCC2)c1 (stereo unspecified)
0.02	i	i	CCc1nnc(NC(=O)CCC(=O)Nc2ccccc2)s1
0.79	i	i	CC(=O)N1CCc2cc(C(=O)CN3CCN(c4ccccn4)CC3)ccc21
1.3	i	i	O=C(CNC(=O)c1ccccc1)Oc1ccc([N+](=O)[O-])cc1
-1	i	i	COCCN(CC(=O)NCc1ccc2c(c1)OCO2)C(=O)CCC(=O)Nc1nccs1
0.7	i	i	CCCCN(CC)CCNC(=O)c1cc2c(C)nc3ccccc3c2o1
-1.1	i	i	CCCCCOP(=O)(OCCCCC)C1(NS(=O)(=O)c2ccccc2)C=CC(=O)c2ccccc21 (stereo unspecified)
-0.36	i	i	O=C(c1ccccc1)c1ccc(OCCCCN2CCCCC2)cc1
0.14	i	i	CSCC[C@H](NC(=O)C1CCN(S(=O)(=O)c2ccc(C)cc2)CC1)C(=O)NCC1CCCO1 (stereo partly specified)
-2.1	i	i	Cc1cccc(S(=O)(=O)NCCc2cn3ccccc3n2)c1
-1.9	i	i	CCCN(CCC)Cc1c(C(=O)N/N=C/C(C)=C\c2ccccc2)nnn1-c1nonc1N
0.67	i	i	O=C(CSc1nnnn1-c1ccccc1)Nc1ccc(Cl)cc1
1.1	i	i	O=C(NCCc1ccccc1)C1CCCN(S(=O)(=O)c2cccc3nsnc23)C1 (stereo unspecified)
0.48	i	i	CCOC(=O)N1CCN(S(=O)(=O)c2c(C)cc(C)cc2C)CC1
-2.4	i	i	O=C(CN(Cc1ccc(F)cc1)S(=O)(=O)c1ccccc1)N1CCCCC1
0.03	i	i	Cc1ccc(CNC(=O)c2ccccc2NC(=O)CSc2nnnn2C)cc1
2	i	i	CN(CCOc1ccccc1)C(=O)C1CCN(C(=O)c2ccc(F)cc2)CC1
0.11	i	i	Cc1cccc(C(=O)OCC(=O)NC(=O)Cc2ccccc2)c1O
-0.12	i	i	O=C(N/N=C\c1cccc(OC(=O)c2ccco2)c1)c1ccc2c(c1)OCO2
0.81	i	i	Cc1cc(/C=C2/SC(=O)N(CC(=O)OC(C)C)C2=O)c(C)n1C

Grouped by structure: those above containing a cyano group
Kir21 block	KCNQ2 inh	CHT block	molecule
1.9	i	i	Cn1c(N2CCOCC2)c(C#N)c2ccccc21
-1.3	i	i	CSc1nc(C)c(C(=O)Nc2ccccc2)c(-c2ccco2)c1C#N

Remaining list, next part:
Kir21 block	KCNQ2 inh	CHT block	molecule
0.05	i	i	CC1C2(C)OCC(C#N)(C(=N)O2)C1(C#N)C#N (stereo unspecified)
0.06	i	i	COc1cccc(CNC(=S)Nc2cc(OC)ccc2OC)c1
-0.33	i	i	COc1ccc(/C(N)=N/OC(=O)CCC2CCCC2)cc1
0.34	i	i	Oc1ccc(-c2csc(Nc3ncccn3)n2)cc1
-0.43	i	i	COc1ccc(O)c(/C=N/NC(=O)c2ccc(CSc3nc(C)cc(C)n3)cc2)c1
-0.28	i	i	CCn1cc(C(=O)NCC2CCCO2)c(=O)c2cc(S(=O)(=O)N3CCC(C)CC3)ccc21 (stereo unspecified)
1.7	i	i	COC(=O)c1cn(C(=O)c2ccco2)c2ccccc12
1.3	i	i	CCC(C)(C#CCN1CCCCC1)OCCC#N (stereo unspecified)
0.55	i	i	O=C(COc1coc(CN2CCc3ccccc3C2)cc1=O)Nc1cccc([N+](=O)[O-])c1
-0.04	i	i	O=c1cc(N2CCCC2)c2ccccc2o1

Look-ups from the results shown:
COc1ccc(O)c(/C=N/NC(=O)c2ccc(CSc3nc(C)cc(C)n3)cc2)c1 in Kir21 block reads -0.43
O=C(COc1coc(CN2CCc3ccccc3C2)cc1=O)Nc1cccc([N+](=O)[O-])c1 in Kir21 block reads 0.55
COc1ccc(/C(N)=N/OC(=O)CCC2CCCC2)cc1 in Kir21 block reads -0.33
CC1C2(C)OCC(C#N)(C(=N)O2)C1(C#N)C#N (stereo unspecified) in Kir21 block reads 0.05
CCn1cc(C(=O)NCC2CCCO2)c(=O)c2cc(S(=O)(=O)N3CCC(C)CC3)ccc21 (stereo unspecified) in Kir21 block reads -0.28
Oc1ccc(-c2csc(Nc3ncccn3)n2)cc1 in Kir21 block reads 0.34

Source: PubChem BioAssay
